CHRM1 PAM: positive allosteric modulators of human M1 muscarinic receptor | hit rate 0.088% among 360,000 | P11229 | activation, % at 3 µM | CHO-K1 hM1, Fluo-8 calcium fluorescence, ACh EC20; 0% = ACh EC20, 100% = maximal ACh; in the data active means activation above about 19%, passing the limit was not always enough
Target sequence (P11229 whole entry, looked up): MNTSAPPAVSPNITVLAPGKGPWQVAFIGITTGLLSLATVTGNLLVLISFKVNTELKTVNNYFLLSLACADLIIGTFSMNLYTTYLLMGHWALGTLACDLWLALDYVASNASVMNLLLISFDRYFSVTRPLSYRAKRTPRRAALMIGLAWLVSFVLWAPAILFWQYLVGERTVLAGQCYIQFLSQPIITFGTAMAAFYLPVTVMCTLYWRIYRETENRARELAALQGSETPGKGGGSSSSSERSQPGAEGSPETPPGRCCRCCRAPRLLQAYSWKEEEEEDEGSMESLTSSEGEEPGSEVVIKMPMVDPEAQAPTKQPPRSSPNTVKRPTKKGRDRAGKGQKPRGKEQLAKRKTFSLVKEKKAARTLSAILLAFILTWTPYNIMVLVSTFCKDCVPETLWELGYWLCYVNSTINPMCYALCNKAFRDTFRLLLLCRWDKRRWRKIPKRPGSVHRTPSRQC
CHRM1 antagonist: human CHRM1 antagonism; P11229; CHO-K1 hM1, Fluo-8 calcium fluorescence, ACh EC80 antagonist; inhibition, % at 3 µM; hit rate 1.3% among 360,000; AID 588852;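 active means percent inhibition above its own plate's cutoff, namely the mean of that plate's compound wells plus 3 SD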;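 further: peak over basal fluorescence ratio during 140 s after agonist addition; 0% = ACh EC80 plus DMSO and 100% = DMSO alone without agonist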
M4 antag: CHRM4 antagonism in calcium assay. P08173. CHO-hM4 cells, ACh EC80, Fluo-8 calcium fluorescence. inhibition, % at 3 µM. hit rate 0.73% among 360,000. AID 624125;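 active means inhibition above its plate's cutoff, the mean inhibition of sample wells plus 3 SD, cut at about 27% in these data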;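 further: 0% = acetylcholine EC80 with DMSO and 100% = DMSO without agonist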
CHRM5 antagonist: CHRM5 antagonism in calcium assay. P08912. CHO-hM5 cells, Fluo-8 calcium fluorescence, ACh EC80. inhibition, % at 3 µM. hit rate 0.59% among 360,000;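 active means inhibition above a per-plate cutoff, the mean of that plate's test compounds plus 3 SD, cut at about 27% in these data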;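 further: 0% = acetylcholine EC80 with DMSO and 100% = DMSO without agonist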
Target sequence (P08912 whole entry, looked up): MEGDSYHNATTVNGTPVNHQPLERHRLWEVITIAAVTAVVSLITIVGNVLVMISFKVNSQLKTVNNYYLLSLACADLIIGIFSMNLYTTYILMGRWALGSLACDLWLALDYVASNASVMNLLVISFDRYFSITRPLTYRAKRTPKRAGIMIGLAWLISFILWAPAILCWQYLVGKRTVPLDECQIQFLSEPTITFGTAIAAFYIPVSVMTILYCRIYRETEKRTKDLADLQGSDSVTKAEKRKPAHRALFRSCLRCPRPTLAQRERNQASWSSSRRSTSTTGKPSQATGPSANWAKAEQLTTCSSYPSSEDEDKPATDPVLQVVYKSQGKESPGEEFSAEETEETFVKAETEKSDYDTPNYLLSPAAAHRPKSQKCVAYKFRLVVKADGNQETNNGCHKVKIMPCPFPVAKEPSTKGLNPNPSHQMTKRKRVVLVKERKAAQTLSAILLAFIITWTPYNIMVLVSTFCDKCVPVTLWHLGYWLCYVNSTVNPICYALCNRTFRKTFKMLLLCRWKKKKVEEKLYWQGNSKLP
CHRM4 agonist: agonists of human muscarinic M4 receptor (CHRM4). hit rate 0.14% among 360,000. CHO-K1 hM4/Gqi5, Fluo-8 calcium fluorescence; vehicle 0%, full acetylcholine response 100%. activation, % at 3 µM. P08173;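 active means activation above the run mean over all test wells plus 3 SD, cut at about 32% in these data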;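 further: peak over basal fluorescence ratio per well then scaled between controls; 0% = DMSO wells and 100% = acetylcholine at EC100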
M5 ag: CHRM5 agonism in calcium assay; P08912; activation, % at 3 µM; hit rate 0.19% among 360,000; CHO-K1 hM5 cells, Fluo-8 calcium fluorescence; 0% DMSO wells, 100% maximal acetylcholine response;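 active means activation above the run's mean over test compounds plus 3 SD, cut at about 23% in these data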;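 further: signal is peak over basal fluorescence ratio across the kinetic read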
CHRM4 PAM: CHRM4 positive allosteric modulation | P08173 | CHO-K1 hM4/Gqi5, Fluo-8 calcium fluorescence, ACh EC20; 0% = ACh EC20, 100% = maximal ACh | activation, % at 3 µM | hit rate 0.4% among 360,000;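 active means activation above its plate's cutoff, the mean activation of sample wells plus 3 SD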; further: some results filed as inactive read as strong as hits
CRFBP-R2 agonist: CRF-BP/CRF-R2 complex agonism; activation, % at 13.2 µM; AID 588473; hit rate 0.46% among 350,000; HEK293 CRF-R2/CRF-BP, calcium dye fluorescence (FLIPR); percent of saturating CRF peptide response;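 active means activation of at least 50%, plus an integration ratio under a set limit after plate pattern correction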;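 further: plate controls were neutral control wells without compound for no effect and CRF at EC100 for full effect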
M5 PAM: positive allosteric modulators of human muscarinic M5 receptor. P08912. hit rate 0.3% among 360,000. CHO-K1 hM5, Fluo-8 calcium, ACh EC20 PAM; 0% = ACh EC20, 100% = ACh EC100. activation, % at 3 µM. AID 624038;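 active means activation above the run cutoff, the mean activation of all test compounds plus 3 SD, cut at about 18% in these data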
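system = human M5 receptor in CHO-K1 cells | reagent = EC20 acetylcholine as agonist stimulus | compound dosing = single-point, 3 µM nominal | incubation = Fluo-8 loading 80 min at 37 °C plus 30 min room temperature | detection = Fluo-8 calcium dye fluorescence, kinetic read | benchmarks = low control EC20 acetylcholine (0%), high control EC100 acetylcholine (100%)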
* hit, by the source's call; · = not tested or not shown.

SMILES	CHRM1 PAM	CHRM1 antagonist	M4 antag	CHRM5 antagonist	CHRM4 agonist	M5 ag	CHRM4 PAM	CRFBP-R2 agonist	M5 PAM
COCCCN1C(=O)c2[nH]nc(-c3ccccc3O)c2C1c1cccc(Cl)c1 (centres undefined)	3	-1	-6	1	4	-2	6	-3.0	-2
O=c1c2ccccc2nc2c3ccccc3c3nncn3n12	3	-3	1	7	2	-3	22	-0.6	1
CCC(C(=O)NCc1ccco1)n1nc(C)c2c(C)n(-c3ccccc3)nc2c1=O (centres undefined)	-7	13	-8	9	0	-1	1	0.3	0
O=C(COC(=O)c1ccc(F)c(S(=O)(=O)N2CCOCC2)c1)NCc1ccc2c(c1)OCO2	0	0	-15	9	7	0	7	2.8	-13
Cc1cc(O)cc(O)c1C=NCc1ccco1	7	-7	-14	0	4	3	11	2.7	-4
CC(C)Oc1cccc(C(=O)NC(=S)Nc2cccnc2)c1	8	-7	-7	-2	3	-2	2	-13	1
N#CCN1C(=O)NC2(CCCc3sccc32)C1=O (centres undefined)	7	-2	-18	8	3	-1	-10	1.6	0
COc1cccc(N2CCN(c3ccc([N+](=O)[O-])cn3)CC2)c1	8	-16	-1	22	1	-1	17*	2.1	11
Cc1cnc(C(=O)Nc2cccc3ncccc23)cn1	9	-33	-3	-4	0	-2	14	-2.0	1
COc1ccc(S(=O)(=O)N2CCC3CC2c2cc(-c4ccc5c(c4)OCO5)ccc23)cc1 (centres undefined)	-3	18	12	6	-1	2	-4	·	1
COc1cc(NC(=O)c2c(Cl)cnn2C)c(OC)cc1Cl	10	-5	8	5	0	-5	1	-1.9	-1
CCN1CCN(c2nc(Nc3ccccc3)nc(N)c2[N+](=O)[O-])CC1	-1	6	-11	3	5	-1	2	-2.1	-2
CC(=O)c1cccc(S(=O)(=O)Nc2c(C)nn(C)c2C)c1	5	-5	5	11	4	3	3	-1.2	-8
Clc1ccc(-c2nnc(SCc3cn4ccsc4n3)n2CC2CCCO2)cc1 (centres undefined)	11	-13	-11	5	2	-6	4	-1.1	8
COc1cc2c(cc1NC(=O)CN1CCN(S(=O)(=O)c3ccccc3F)CC1)oc1ccccc12	4	-4	24	12	0	0	9	5.6	-1
CCS(=O)(=O)N1Cc2ccccc2CC1C(=O)Nc1ccccc1OC (centres undefined)	6	-12	2	3	0	1	8	-0.1	8
CCC(C(=O)N1CCN(c2ccccn2)CC1)n1nc(C)n2c(cc3occc32)c1=O (centres undefined)	14	-25	-18	-3	3	2	-1	-1.9	0
COc1ccc(N(C(=O)Cn2nnc(-c3ccc(F)cc3)n2)C(C)C(=O)NC2CCCC2)cc1OC (centres undefined)	-7	5	-3	1	1	-2	0	0.2	3
COc1ccccc1C(=O)OC1CCCN(C)C1 (centres undefined)	3	-4	-12	0	1	-8	1	2.2	-1
COc1ccc2nc3cc(Cl)ccc3c(Nc3cc(C(C)C)c(O)cc3C)c2c1	0	-15	13	1	6	1	-16	0.5	-8
CCOc1ccc(S(=O)(=O)Nc2cc(OC)ccc2OC)cc1	2	-8	7	6	3	0	-7	-1.3	-7
COc1ccc(C(N)c2csc(Nc3ccc(C(=O)c4ccccc4)cc3)n2)cc1 (centres undefined)	4	6	-5	6	18	5	8	·	-1
COc1ccc(CCC(=O)O)c(C(CC(=O)O)C(=O)O)c1OS(=O)(=O)c1ccc(C)cc1 (centres undefined)	4	-8	0	-5	0	0	5	-0.3	0
Cc1nc2scc(C)n2c(=O)c1S(=O)(=O)N1CCN(c2ccc(F)cc2)CC1	12	-17	4	-3	1	0	1	0.4	9

Record cards, from the list above. Order of values: CHRM1 PAM | CHRM1 antagonist | M4 antag | CHRM5 antagonist | CHRM4 agonist | M5 ag | CHRM4 PAM | CRFBP-R2 agonist | M5 PAM
Listed for `CCOc1ccc(S(=O)(=O)Nc2cc(OC)ccc2OC)cc1` = 2 | -8 | 7 | 6 | 3 | 0 | -7 | -1.3 | -7
Listed for `CC(=O)c1cccc(S(=O)(=O)Nc2c(C)nn(C)c2C)c1` = 5 | -5 | 5 | 11 | 4 | 3 | 3 | -1.2 | -8

Remaining list, next part.
SMILES	CHRM1 PAM	CHRM1 antagonist	M4 antag	CHRM5 antagonist	CHRM4 agonist	M5 ag	CHRM4 PAM	CRFBP-R2 agonist	M5 PAM
CCOC(=O)c1cnc(-n2nc(C)cc2C)nc1N(CC)CC	-3	3	4	4	-1	-3	-10	-4.3	-4
O=C(COc1ccc(S(=O)(=O)N2CCOCC2)cc1Cl)N1CCOCC1	15	-14	1	8	1	-1	-5	0.6	2
CC1C(O)=C(c2nc3ccccc3[nH]2)C(=N)N1c1ccccc1 (centres undefined)	1	-3	-2	-6	3	-3	2	-1.2	-5
CC(C)N(C(=O)CSc1nc(COc2ccccc2)nc2ccccc12)C(C)C	-1	4	-7	-4	1	-1	-1	2.3	-5
Cn1cccc1/C=N/NC(=O)c1ccc(OC(F)(F)C(F)F)cc1	7	-10	0	0	0	-4	-5	-1.0	-1
COC(=O)c1c(Cc2ccccc2Cl)c[nH]c1C	4	-8	-3	0	1	-4	-3	-2.0	-2
CCC1(CC)CNC(=O)NC1=O	9	-4	-6	12	1	1	1	-1.3	7
CCn1c(=S)[nH]c2sc3c(c2c1=O)CCCCC3	7	-8	-8	-8	1	-2	11	0.2	0
S=C(NCCC1=CCCCC1)Nc1ccccc1	11	-13	-1	-2	3	-5	-2	3.2	-3
O=C(/C=C/c1ccccc1Cl)NC1CCS(=O)(=O)C1 (centres undefined)	12	-8	6	-2	0	-3	-3	3.5	-2
O=c1oc2c(-c3ccc([N+](=O)[O-])cc3)cc(O)cc2s1	11	-12	14	-4	5	8	20	0.9	14
COc1ccccc1CN1CC(C(=O)NCCc2ncccc2C)CCC1=O (centres undefined)	-3	11	11	4	0	-3	-4	-1.1	-2

An excerpt from above in order of the CHRM1 PAM value, smallest number first.
SMILES	CHRM1 PAM	CHRM1 antagonist	M4 antag	CHRM5 antagonist	CHRM4 agonist	M5 ag	CHRM4 PAM	CRFBP-R2 agonist	M5 PAM
Cn1cccc1/C=N/NC(=O)c1ccc(OC(F)(F)C(F)F)cc1	7	-10	0	0	0	-4	-5	-1.0	-1
O=C(/C=C/c1ccccc1Cl)NC1CCS(=O)(=O)C1 (centres undefined)	12	-8	6	-2	0	-3	-3	3.5	-2
O=C(COc1ccc(S(=O)(=O)N2CCOCC2)cc1Cl)N1CCOCC1	15	-14	1	8	1	-1	-5	0.6	2

Additional records
SMILES	CHRM1 PAM	CHRM1 antagonist	M4 antag	CHRM5 antagonist	CHRM4 agonist	M5 ag	CHRM4 PAM	CRFBP-R2 agonist	M5 PAM
CCCN1CCc2c(sc3nc(SCC)n(-c4ccc(OC)cc4)c(=O)c23)C1	1	-1	-1	4	0	-4	-3	0.3	-3
c1ccc(CSc2nnnn2-c2ccc3c(c2)OCCO3)nc1	2	-11	-5	-1	6	3	-5	3.9	-2
CCc1ccc(NC2=CC(=O)C(=O)c3ccccc32)cc1	3	-4	-15	-3	1	1	0	-1.4	-1
CCN(CC)S(=O)(=O)c1cc(C(=O)OC(C)C(=O)NCc2ccco2)ccc1C (centres undefined)	-2	10	-1	13	1	2	-3	-1.4	-4
O=C(NCC1CCCO1)/C(=C/c1ccccc1)NC(=O)c1ccccc1 (centres undefined)	10	-4	-6	-1	2	-1	-3	-0.8	1
C/C(=C1/SC(=S)N(CCC(=O)O)C1=O)c1ccc(O)cc1	6	-11	0	-2	1	-2	11	0.6	-1
COc1ccc(CN(CCN2CCOCC2)C(=O)c2c(F)cccc2F)cc1OC	0	1	-21	-5	4	-1	-5	-0.9	-2
Cn1c(CCN2CCN(c3ccccc3)CC2)nc2cc(NC(=O)c3ccco3)ccc21	-19	46*	12	4	1	-5	-12	-2.8	-4
Cc1ccc(C2=NN(S(C)(=O)=O)C(c3cccs3)C2)cc1 (centres undefined)	-2	-4	-7	-6	-2	-4	22	-3.5	-1
Cc1c(C(=O)NCCC2=CCCCC2)oc2ccc(S(=O)(=O)N3CCOCC3)cc12	-14	42*	14	28*	16	3	-14	-0.7	-23
C/C(=C\C(=O)c1cccnc1)Nc1ccc(C)c(C)c1	-1	-15	4	-1	0	2	-2	-0.5	0
COCCNC(=O)/C(C#N)=C/c1ccc(OCc2ccccc2)cc1	-8	0	7	13	4	-2	-6	-2.6	-6
Cc1ccc(NC(=O)c2cnccn2)c(C)c1	3	-2	5	8	0	1	-1	0.0	-2
CCOC(=O)c1c(NC(C)=O)sc2c(OCC(O)CN(CC)CC)c(Br)ccc12 (centres undefined)	-27	12	-15	-11	2	2	1	8.1	4
N#CCSc1nc2ccc(N3CCOCC3)cc2c(=O)n1CCc1ccccc1	1	6	-8	-5	1	-4	-3	-0.3	4
Cc1ccc(C2CC(c3ccccc3Cl)n3nc(N)nc3N2)cc1 (centres undefined)	3	-2	11	-1	1	2	-4	13	0
O=C1c2ccccc2C(Nc2ccccc2)N1c1ccc(Cl)cn1 (centres undefined)	-16	10	3	-7	0	-4	-1	-0.6	2
CN1CCN(c2nc(Nc3ccc(O)cc3)nc3ccccc23)CC1	10	0	3	2	2	-3	-1	-1.6	-3
COc1ccc(S(=O)(=O)Nc2nnc(Cc3ccc(OC)c(OC)c3)s2)cc1	8	5	6	-4	0	-2	0	-0.2	1
CCC(=O)N(Cc1ccco1)C1CC(=O)N(c2ccccc2)C1=O (centres undefined)	7	2	-2	-4	2	1	10	-0.3	5
Cc1ccc(S(=O)(=O)c2ccc(NN)cc2)cc1	8	-12	-15	0	3	-2	10	-0.7	-1
O=C(COc1cc(F)ccc1[N+](=O)[O-])Nc1cc(S(=O)(=O)N2CCCC2)ccc1Cl	4	-3	-5	2	5	-1	-4	-1.0	-3
CN(Cc1nc2ccccc2n1C)c1ccccc1	13	-21	7	-1	1	-4	-2	-0.5	-2
CCOC(=O)/C=C1\SCC(=O)N1CC(=O)Nc1ccc(C(C)C)cc1	-2	-3	-6	-9	2	-9	8	1.0	7

Reformatted bar-delimited: entries from further up
Compound | CHRM1 PAM | CHRM1 antagonist | M4 antag | CHRM5 antagonist | CHRM4 agonist | M5 ag | CHRM4 PAM | CRFBP-R2 agonist | M5 PAM
CCOC(=O)c1c(NC(C)=O)sc2c(OCC(O)CN(CC)CC)c(Br)ccc12 (centres undefined) | -27 | 12 | -15 | -11 | 2 | 2 | 1 | 8.1 | 4
COc1ccc(S(=O)(=O)Nc2nnc(Cc3ccc(OC)c(OC)c3)s2)cc1 | 8 | 5 | 6 | -4 | 0 | -2 | 0 | -0.2 | 1
CCC(=O)N(Cc1ccco1)C1CC(=O)N(c2ccccc2)C1=O (centres undefined) | 7 | 2 | -2 | -4 | 2 | 1 | 10 | -0.3 | 5
CCOC(=O)/C=C1\SCC(=O)N1CC(=O)Nc1ccc(C(C)C)cc1 | -2 | -3 | -6 | -9 | 2 | -9 | 8 | 1.0 | 7
Cc1ccc(C2CC(c3ccccc3Cl)n3nc(N)nc3N2)cc1 (centres undefined) | 3 | -2 | 11 | -1 | 1 | 2 | -4 | 13 | 0

Assay outcomes deposited in PubChem BioAssay by several laboratories.
